Screening results (PubChem BioAssay)
Pf Dd2 inh: inhibitors of Plasmodium falciparum Dd2 growth; P. falciparum Dd2 growth, SYBR Green, 72 h; Potency, µM (doses to about 28.9 µM), for inactives: at the highest dose activity, negative = inhibition, most hits filed as inhibitors; 120,000 tested, 4.3% active; active means well fitted inhibition curve with a large enough effect; inconclusive means small, poorly fitted or top-dose-only effect; inactive means no such curve, though single readings can be large or run the other way;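 further: plate controls were DMSO vehicle for no effect and reference drug for full effect; nearly all actives have a fitted effect of over 65% in size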
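Readout: SYBR Green fluorescence, 485 nm excitation, 535 nm emission, after ~16 h lysis at 37C. Before that, Dd2-infected red cells (2.5% hematocrit) grew 72 h with compound, 29 uM top final concentration.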
* hit, by the source's call; i = inactive; ? = inconclusive; [ ] = remark or other dose. Potency means the concentration at half of the fitted maximal effect.

SMILES	Pf Dd2 inh
COc1ccc(C2=NOC3(CCN(C(=O)c4ccccc4OC)C3)C2)cc1 (stereo not drawn)	i
COCCC(=O)NC[C@@H]1C=C(C)[C@H](CC(=O)N(C)Cc2cccnc2)C[C@H]1C(C)C	3%[44.1 µM]
COc1ccccc1-n1cc(C(=O)N2CCC3(CCNC(=O)CC3)CC2)cn1	4%
Cc1cccc(-c2nc3scc(CCNS(=O)(=O)c4ccc5c(c4)OCCO5)n3n2)c1	5%
Cc1ccc(S(=O)(=O)N2[C@@H]3CC[C@H]2CC(NC(=O)c2ccncc2)C3)cc1 (stereo partly drawn)	-14%
CC1(C)C[C@H](NCC2CCCCC2)[C@@]2(CCC(=O)N3CCCC3)CC[C@](C)(O)C[C@@H]12	?
CN(C)c1nccnc1OC1CCN(S(=O)(=O)c2ccccc2)C1 (stereo not drawn)	18%
Cc1cc(C)cc(C(=O)NC2CCN(c3cc(-c4ccccc4)[nH]n3)CC2)c1	-9%
O=C(CCC1CCN(S(=O)(=O)c2ccccc2)CC1)NCc1ccco1	-17%
O=C1CCC2(CCCO2)CCN1Cc1cccc(F)c1F (stereo not drawn)	-8%
CC(C)NC(=O)c1ccc(Cn2c(=O)c3cccn3c3cccnc32)cc1	37%[activator]
COc1ccc(-c2nc(-c3ccccc3)nc3c2CN(C(=O)c2ccc(C(F)(F)F)cc2)CC3)cc1	8.9µM*
Cc1ccc(Cl)cc1NC(=O)CCCN1C(=O)CCn2nc(-c3cn(C)c4ccccc34)cc21	-27%
COCCN(C)C[C@H]1C[C@H](CO)CN(C(=O)c2c(C)cccc2OC)C1	10%
CC(C)(C)CNC1(Cc2cc(-c3ccccn3)on2)COC1	i
CC1=C(C(=O)Nc2ccccc2)C(c2cccc(O)c2)n2nc(-c3ccccc3Cl)nc2N1 (stereo not drawn)	-17%
COc1ccc2c(CNCc3ccco3)c(C(=O)O)n(Cc3ccc(F)cc3Cl)c2c1	?
O=C1NCc2ccccc2CC12CCN(Cc1cccc(F)c1)C2 (stereo not drawn)	?
COc1cccc(C(=O)Nc2cccc(-c3cn4c(C)csc4n3)c2)c1OC	?
COc1cccc(CN2CC[C@@H](CO)N(C)c3nc(C)ccc3C2)c1	-14%[44.1 µM]

An excerpt from above in order of molar mass, lowest first:
SMILES	Pf Dd2 inh
COc1cccc(CN2CC[C@@H](CO)N(C)c3nc(C)ccc3C2)c1	-14%[44.1 µM]
COc1ccc(C2=NOC3(CCN(C(=O)c4ccccc4OC)C3)C2)cc1 (stereo not drawn)	i
Cc1cc(C)cc(C(=O)NC2CCN(c3cc(-c4ccccc4)[nH]n3)CC2)c1	-9%
COc1ccccc1-n1cc(C(=O)N2CCC3(CCNC(=O)CC3)CC2)cn1	4%
COc1ccc2c(CNCc3ccco3)c(C(=O)O)n(Cc3ccc(F)cc3Cl)c2c1	?
Cc1cccc(-c2nc3scc(CCNS(=O)(=O)c4ccc5c(c4)OCCO5)n3n2)c1	5%

Looked up above:
Cc1cc(C)cc(C(=O)NC2CCN(c3cc(-c4ccccc4)[nH]n3)CC2)c1 @ Pf Dd2 inh: -9%
COCCC(=O)NC[C@@H]1C=C(C)[C@H](CC(=O)N(C)Cc2cccnc2)C[C@H]1C(C)C @ Pf Dd2 inh: 3%[44.1 µM]
CC1=C(C(=O)Nc2ccccc2)C(c2cccc(O)c2)n2nc(-c3ccccc3Cl)nc2N1 (stereo not drawn) @ Pf Dd2 inh: -17%
Cc1cccc(-c2nc3scc(CCNS(=O)(=O)c4ccc5c(c4)OCCO5)n3n2)c1 @ Pf Dd2 inh: 5%

Further results.
SMILES	Pf Dd2 inh
CN(C)c1cccc(Oc2nnnn2[C@H]2CO[C@H]3[C@@H]2OC[C@@H]3NC(=O)CC(C)(C)CC(=O)O)c1	0%
Cc1noc(/C=C/c2ccccc2F)c1S(=O)(=O)N1CCC(C(=O)NCc2ccco2)CC1	?
Cc1cc(C)cc(N2CCC(NC(=O)c3ccc(Cl)s3)C2=O)c1 (stereo not drawn)	-22%
CCN(C(=O)Cn1c(=O)n(Cc2ccc3c(c2)OCO3)c(=O)c2ccc(C(=O)NC3CCCCC3)cc21)c1cccc(C)c1	1.3µM*
O=C(O)C[C@@H]1CCN(Cc2ccccc2O)C[C@@H]1CCN1C[C@@H]2C[C@H](C1)c1cccc(=O)n1C2	-8%
O=C(N[C@H]1CCN2C(=O)c3cc(-c4ccc(Cl)cc4)ccc3NC(=O)[C@H]12)c1cccs1	-17%
O=C(NC1CC1)[C@@H]1C[C@H](Oc2cccnc2)CN1C(=O)Cc1cccc(F)c1	15%
Cc1ccc(F)cc1S(=O)(=O)N1CCN(C2CCN(CCC(C)C)C2=O)CC1 (stereo not drawn)	-22%
COc1ccc(NC(=O)Cn2ccn3nc(-c4ccc(F)cc4)c(CO)c3c2=O)cc1	i
CCn1nc(C)c(CN2CCC3(CC2)CN(c2ccncn2)CC3CO)c1C (stereo not drawn)	6%
CCO[C@H]1CN(C(=O)CCSCc2ccc(F)cc2)C[C@@H]1O	-8%
Cn1ncc(N2CCCC(CC(=O)NC3CCN(Cc4ccccc4)CC3)C2)cc1=O (stereo not drawn)	-15%
CCn1c(C2CCN(C(=O)c3cc(F)cc(F)c3)CC2)nn(C)c1=O	30%
Cc1ccc(C)c(Cn2c3ccccc3c3cnn(CC(=O)NC(C)c4ccccc4)c(=O)c32)c1 (stereo not drawn)	27%
COCCn1ncc(N2CCC(NC(=O)CCC(C)C)CC2)cc1=O	14%
Cc1nc(CCNc2nc(-c3ccccn3)nc3c2c(C)nn3C)no1	i
Cc1c(C(=O)Nc2ccc(F)c(Cl)c2)oc2ccc(S(=O)(=O)N(C)C3CCCCC3)cc12	-26%
COc1cc(Cl)ccc1C(=O)N1CC(C(=O)N(C)C)C2(CCOCC2)C1 (stereo not drawn)	-15%
OC[C@@H]1CN(CC2CC2)C[C@H]1c1nc(-c2cccnc2)no1	?
CN1CCN(CCNC(=O)c2cnn(-c3ccc(Cl)cc3)c2C2CCN(C(=O)OC(C)(C)C)CC2)CC1	?
COc1ccccc1-c1nnc(SCC(=O)Nc2ccccc2F)o1	i
Oc1cc(-c2cccc(Cl)c2)cc2c1OCCN(c1cc(C3CC3)ncn1)C2	i
O=c1cc2nc(-c3ccccc3)nc(SCc3cccc(Br)c3)n2[nH]1	i
COc1cc(C(=O)NCCCc2nc3ccccc3n2CC(C)C)cc(OC)c1OC	-6%
Cc1cc2[nH]c(=O)c(=O)[nH]c2cc1S(=O)(=O)Nc1cccc(C(F)(F)F)c1	i
Cc1ccc(CNC(=O)CCCn2nc(C)c3c(C)n(-c4ccccc4)nc3c2=O)cc1	-11%
CC(C(=O)NCCc1ccccc1)C1CCOCC1 (stereo not drawn)	14%
COc1cccc2sc(N(Cc3cccnc3)C(=O)c3ccc4c(c3)OCCO4)nc12	?
COC(=O)c1cc2oc(C)cc2n1Cc1ccc(Br)cc1F	i
CCCN(CCC)CCCNC(=O)C1CCN(S(=O)(=O)c2cccc3nsnc23)CC1	i
Cn1cc(C(=O)N2CCC(F)(c3nc(-c4ccncc4)no3)CC2)cn1	-8%
CN(Cc1ccccc1)C(=O)c1ccc(CSc2nc3cccnc3n2Cc2ccccc2)cc1	10µM*
CCOC(=O)N1CCC(N[C@@H]2CC[C@@H]2NC(=O)c2ccccn2)CC1	-21%
CNC(=O)Cn1c(=O)c2cccn2c2ccc(F)cc21	13%
O=C(c1cccc([N+](=O)[O-])c1)N1CCc2c(c3ccccc3n2CC2CC2)C1	-8%
Cc1ccc(C(=O)N2CCC3(C2)NC(=O)c2ccccc2CO3)cc1 (stereo not drawn)	-25%[44.1 µM]
CCN1c2cc(C(=O)Nc3ccc(C(N)=O)cc3)ccc2C(=O)N2CCCCC21 (stereo not drawn)	i
CCOc1ccccc1CN1CCc2nc(Nc3ccc4c(c3)OCCO4)ncc2C1	?
O=C(NCc1ccnc2[nH]ccc12)c1ccccc1Cl	-25%[44.1 µM]
Cc1cc2nc3c(=O)n(C)c(=O)n(C)c3nc2cc1N=CN(C)C	1%
Cc1cc2c(cc1C)NC(CC(=O)Nc1cccc(C)c1C)C(=O)N2 (stereo not drawn)	3.2µM*
Cc1ccc(C2Cn3nnc(-c4noc(-c5cc(F)ccc5Cl)n4)c3CO2)cc1 (stereo not drawn)	?
Cc1ccc(C)c(S(=O)(=O)N2CCCC(Cn3c(C)nc4cccnc43)C2)c1 (stereo not drawn)	-47%
COc1ccc(OC)c(CNC(=O)c2nn(C)c3c2CS(=O)(=O)c2ccccc2-3)c1	-30%
O=C(NC(c1ccccc1)c1ccccc1)c1cnc2c(c1)N(C(=O)Cc1ccc(O)cc1)CCC2	13µM*
C[C@@H](NC(=O)Nc1ccccc1)c1onc(-c2ccc(F)cc2)c1C(=O)O	-14%[44.1 µM]
CS(=O)(=O)N1CC2(CCN(C3CCCCC3)CC2)Cc2ccccc21	?
Cc1cccc(C(=O)NCC(=O)OCc2cc(=O)n3nc(CC(C)C)sc3n2)c1	0%
CC(C)CCNC(=O)c1ccc(Cn2c(SCC(=O)NC(C)C)nc3ccccc3c2=O)cc1	?
O=C(O)Cn1ccc2cc(OCc3cccc(-c4ccc(F)cc4F)c3)cnc21	-12%[44.1 µM]
CC[C@H]1CN(C(=O)Nc2cccc(C(F)(F)F)c2)CC[C@H]1CC(=O)NCc1ccco1	1%
COc1cccc2c1Oc1ncccc1N(c1ccc(C(=O)NCc3cccc(C)c3)s1)C2	?
Cn1cc(C(=O)NCCc2ccc(Cl)cc2)c(=O)c2cc(S(=O)(=O)N3CCOCC3)ccc21	6%
COc1cc(OC)c(C(=O)N2CCCn3nc(C(=O)O)cc3C2)cc1OC	13%
COc1cccc(NC(=O)CSC2=Nc3ccccc3C3=NC(CC(=O)NCc4cccs4)C(=O)N23)c1 (stereo not drawn)	i
COc1ccc(-n2ccnc2CN(C)Cc2cc(C(C)C)on2)cc1	?
CN1CCCCCC(O)c2cc(C(=O)N3CCCCCC3)ccc21 (stereo not drawn)	i
COc1cccc(CCC(=O)N2CCCN(c3cc(-c4ccc(Cl)cc4)[nH]n3)CC2)c1	?
Cc1ccc(NC(=O)CCS(=O)(=O)c2cc3c4c(c2)CCN4C(=O)CC3)c(C)c1	45%[activator]
Cc1cnc(CC2CCN(S(=O)(=O)c3cccc(F)c3)C2)n1C(C)C (stereo not drawn)	?
New compounds follow:
SMILES	Pf Dd2 inh
O=C(NCCn1cccc1-c1nc(-c2ccc3c(c2)OCO3)no1)c1cccc(Cl)c1	-28%
O=C1Nc2ccc(-c3ccsc3)cc2C(=O)N2C[C@@H](NS(=O)(=O)c3ccc(F)cc3)C[C@@H]12	i
O=C(C[C@@H]1C[C@H]2O[C@H](CNC3CCC3)[C@@H](O)[C@H]2O1)N1CCOCC1	14%[44.1 µM]
CN(CCc1ccccn1)C(=O)c1cn(Cc2cccc(C(F)(F)F)c2)nn1	-9%
Cc1cc(C)cc(NC(=O)C2CCN(c3nnc(-n4c(C)ccc4C)s3)CC2)c1	i
CN(C)CCN(Cc1ccccc1)S(=O)(=O)c1ccc(-c2cc(C(F)(F)F)on2)s1	?
Cc1c(C(=O)N2CCn3nc(C(O)CO)cc3C2)sc2ccccc12 (stereo not drawn)	-5%
Cc1ccc(Nc2c(-c3cccs3)nc3nc(C)cc(C)n23)cc1	-12%
COc1cccc(CNC(=O)C(=O)NCC(c2cccs2)S(=O)(=O)c2cccs2)c1 (stereo not drawn)	2%
Cc1cccc(OCC(=O)N2CCCC(n3cc(-c4noc(C)n4)nn3)C2)c1 (stereo not drawn)	i
O=C(NCCN1CCOCC1)C1c2ccccc2CC(=O)N1Cc1ccccc1 (stereo not drawn)	-21%
CN(Cc1cccn1C)C(=O)Nc1ccccc1	4%[44.1 µM]
Cc1csc(Nc2ccc3c(n2)CN(CCOc2ccccc2)C(=O)CO3)n1	?
COc1ccc(CNC(=O)N[C@@H]2CN(c3ncccn3)C[C@H]2CN(C)C)cc1	11%
O=C(CSC1=Nc2ccccc2C2=NC(CCC(=O)NC3CCCCC3)C(=O)N12)Nc1cccc(C(F)(F)F)c1 (stereo not drawn)	10µM*
COc1ccc2cc3cc(C(=O)N4CCN(c5ccccc5F)CC4)oc3nc2c1	14%
O=C(Cc1ccc(Cl)cc1)N1CCC(n2cc(-c3nc(-c4ccccc4)no3)nn2)C1 (stereo not drawn)	-16%
CCOc1ccc(NC(=O)Nc2cccc(C)n2)cc1	i
COc1ccccc1C(=O)N1CCCn2nc(C)c(-c3ccccc3N3CCCC3)c21	?
O=S(=O)(c1ccccc1)c1nc(-c2ccc(F)cc2)oc1N1CCOCC1	6%
COCC(=O)N1CCC(C(=O)NCC2(c3ccccc3)CCCCC2)CC1	?
Cc1cc(C)c(OCC(=O)N(Cc2cccc(F)c2)Cc2ccco2)c(C)c1	2%
COc1cc(OC)cc(C(=O)N2CCC(n3cc(-c4nc(C)no4)nn3)C2)c1 (stereo not drawn)	i
O=C(NCc1cnn(Cc2ccccc2)c1)c1ccc2oc(-c3cccc(F)c3)nc2c1	-18%
CCOCCCNC(=O)c1ccc(-c2nc(CS(=O)(=O)c3ccccc3)c(C)o2)cc1	-18%
CCC(NCc1c(C(=O)N2CCCCCC2)nc2cc(C)ccn12)c1ccc(C)cc1 (stereo not drawn)	10µM*
O=C(Cc1c[nH]c2ccccc12)N1CCC(Cc2nncn2-c2ccccc2)CC1	i
COc1cc(C)c(-c2nc(Cn3cncn3)c(C)o2)cc1C	4%
COc1cc(OC)c(NC(=O)COc2ccccc2-c2nnc(-c3ccccc3)o2)cc1Cl	12%

Grouped by structure: the compounds so far with a tert-butyl group.
SMILES	Pf Dd2 inh
CC(C)(C)CNC1(Cc2cc(-c3ccccn3)on2)COC1	i
CN1CCN(CCNC(=O)c2cnn(-c3ccc(Cl)cc3)c2C2CCN(C(=O)OC(C)(C)C)CC2)CC1	?

This is a subset. The share of hits here may be higher or lower than overall.
